Bioassay records as filed in PubChem BioAssay.
IMPase Li inh: IMPase inhibition in cells with lithium potentiation; actives 0.35% (n = 210,000); CHO-M1 cells, IP1 TR-FRET (IP-One), carbachol + lithium; Potency, µM (series often up to 59.4 µM), inactives show at the highest dose activity, negative = IMPase inhibition, most hits filed as inhibitors; AID 1457;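 further: IP1 builds up when IMPase is blocked and the TR-FRET signal falls; potency means the concentration at half of the fitted maximal effect; plate controls were basal vehicle for no effect and high inhibitor control for full effect; nearly all actives have a fitted effect of over 50% in size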
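Lithium-sensitised IP1 accumulation assay; M1-expressing CHO cells treated 30 min at 37C with compound. Competitive antibody detection by time-resolved FRET followed a 10 min room-temperature lysis step.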
NPSR antag: antagonists of human neuropeptide S receptor cAMP signaling; CHO-NPSR cells, cAMP TR-FRET, antagonist mode; actives 1% (n = 220,000); Potency, µM (titrated, usually from 38.3 µM), for inactives: at the top dose activity change, negative = inhibition, actives largely listed as inhibitors; further: potency means the concentration at half of the fitted maximal effect; on the % scale 0 is the no-effect control and ±100 the full control effect; nearly all actives have a fitted effect of over 50% in size; many of its hits are not listed in these tables
Epigenetic reg: regulators of epigenetic silencing causing reporter derepression in mouse cells; AID 1865; actives 0.2% (n = 280,000); murine LDR cells, GFP reporter derepression, 30 h; Potency, µM (series often up to 53.9 µM), for inactives: top-dose GFP activation, actives largely listed as activators; further: potency means the concentration at half of the fitted maximal effect; % of control where 0% means no effect; nearly all actives have a fitted effect of over 60% in size
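Derepression of a silenced CMV-GFP reporter in murine LDR cells is scored by enumerating GFP-positive cells with a laser-scanning microplate cytometer after 30 hours of treatment at 37 C.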
Luc counter: counter-screen: inhibitors of Kinase-Glo firefly luciferase; Potency, µM (highest dose often 38.3 µM), inactives show top-dose activity change, negative = inhibition, hits mostly inhibitors; Q27757; Kinase-Glo luciferase, ATP luminescence, 8 min; actives 0.28% (n = 200,000); further: potency means the concentration at half of the fitted maximal effect; on the % scale 0 is the no-effect control and ±100 the full control effect; nearly all actives have a fitted effect of over 60% in size
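Light output from Kinase-Glo luciferase with luciferin and 10 uM ATP in 50 mM imidazole pH 7.2, KCl, MgCl2, Tween 20, BSA; compound pin-delivered, 8-min ambient incubation, then luminescence read.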
LMNA splice mod: modulators of lamin A splicing | HeLa LMNA splicing GFP/RFP minigene ratio, 48 h | Potency, µM (top dose mostly 46.1 µM), for the others: at the top dose ratio change, negative = inhibition, most hits filed as inhibitors | actives 0.01% (n = 200,000); active means well fitted inhibition curve with a large enough effect in the signal ratio, with a control signal flat, not every such curve was filed as active; inconclusive means small, poorly fitted or top-dose-only effect, or effect the other way, or a change in a side signal; the % refers to the signal ratio; further: potency means the concentration at half of the fitted maximal effect; on the % scale 0 is the no-effect control and ±100 the full control effect
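S3 HeLa cells stably expressing lamin A-EGFP splicing minigene plus DsRed2, 600 cells/well, 48 h compound exposure at 37C. Laser-scanning cytometry; analysed as GFP (500-530 nm)/RFP (575-640 nm) total intensity ratio; 0.5% DMSO vehicle.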
CBFb RUNX1 block: blocks binding between human CBF-beta and RUNX1. Q01196+Q13951. AlphaScreen CBFb-His/RUNX1-biotin binding, biochemical. Potency, µM (series often up to 59.8 µM), for the others: at the highest dose activity, negative = inhibition, actives largely listed as inhibitors. 230,000 tested, under 10 active. AID 1477; further: % of control where 0% means no effect
Target sequence (Q01196 whole entry, looked up): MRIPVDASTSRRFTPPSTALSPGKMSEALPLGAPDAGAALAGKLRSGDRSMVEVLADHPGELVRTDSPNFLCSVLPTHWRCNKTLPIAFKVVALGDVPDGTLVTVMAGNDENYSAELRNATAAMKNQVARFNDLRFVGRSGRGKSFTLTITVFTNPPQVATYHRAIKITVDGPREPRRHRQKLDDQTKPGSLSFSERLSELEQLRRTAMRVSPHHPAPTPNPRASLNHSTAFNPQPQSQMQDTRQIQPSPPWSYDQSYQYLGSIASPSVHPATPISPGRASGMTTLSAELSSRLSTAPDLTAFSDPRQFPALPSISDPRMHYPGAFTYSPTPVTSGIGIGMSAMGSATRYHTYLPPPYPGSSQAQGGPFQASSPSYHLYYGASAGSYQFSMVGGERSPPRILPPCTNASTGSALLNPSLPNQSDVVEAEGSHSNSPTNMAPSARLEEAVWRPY
Target sequence (Q13951 whole entry, looked up): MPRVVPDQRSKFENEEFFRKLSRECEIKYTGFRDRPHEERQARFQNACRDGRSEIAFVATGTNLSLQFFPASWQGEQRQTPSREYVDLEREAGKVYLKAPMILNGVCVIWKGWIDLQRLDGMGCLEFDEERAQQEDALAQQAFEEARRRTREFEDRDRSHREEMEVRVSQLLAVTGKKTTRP
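Compounds were screened at multiple concentrations against a preformed CBF-beta(His)/RUNX1(biotin) complex (30 nM of each) for 15 min at room temperature, followed by 90 min with nickel and streptavidin beads and AlphaScreen reading.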
GLA spleen mod: alpha-galactosidase A (human) modulation | actives 0.008% (n = 240,000) | P06280 | human spleen homogenate, 4MU-alpha-Gal fluorescence, 40 min | Potency, µM (series often up to 80 µM), for inactives: at the highest dose activity change, negative = inhibition, actives largely listed as inhibitors;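 further: potency means the concentration at half of the fitted maximal effect; 0% = enzyme with vehicle and -100% = no enzyme basal signal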
Target sequence (P06280 32-429 limits assumed): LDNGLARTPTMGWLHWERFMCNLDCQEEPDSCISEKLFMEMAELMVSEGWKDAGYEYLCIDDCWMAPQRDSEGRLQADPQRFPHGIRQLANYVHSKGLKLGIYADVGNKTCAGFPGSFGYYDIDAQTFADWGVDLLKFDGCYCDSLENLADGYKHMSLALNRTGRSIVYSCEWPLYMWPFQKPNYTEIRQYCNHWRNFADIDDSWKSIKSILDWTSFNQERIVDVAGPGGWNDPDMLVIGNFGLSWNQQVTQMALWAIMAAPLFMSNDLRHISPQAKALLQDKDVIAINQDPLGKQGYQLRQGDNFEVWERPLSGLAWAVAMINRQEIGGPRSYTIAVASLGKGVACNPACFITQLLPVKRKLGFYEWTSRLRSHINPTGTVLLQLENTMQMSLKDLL
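Inhibition or activation of alpha-galactosidase in human spleen homogenate is scored by 4-MU fluorescence after 40 min at 37C, pH 5.0, with 1 mM substrate. AC50s come from concentration-response fitted to the Hill equation.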
* hit, by the source's call; ? = inconclusive; . = no result given; [ ] = remark or other dose. Unless noted, the call rests on the fitted dose curve; in most records, active means well fitted curve in the direction sought with a large enough effect; inconclusive means small, poorly fitted or top-dose-only effect, or another doubt; inactive means no such curve, though single readings can be large; an effect the other way counts as inactive or inconclusive. Only part of the results is shown, so the mix of outcomes need not match the whole.

SMILES | IMPase Li inh | NPSR antag | Epigenetic reg | Luc counter | LMNA splice mod | CBFb RUNX1 block | GLA spleen mod
Cc1nn(-c2ccccc2)c(Oc2ccccc2)c1C=O | 6.4% | -20.4% | -2.6% | -0.8% | ? | 7.4% | -1.0%
CC1(C)CC(NC(=O)COc2ccc([N+](=O)[O-])cc2)CC(C)(C)N1 | 5.0% | -1.0% | -0.6% | 0.2% | -2.6%[46 µM] | 2.2% | 6.8%
CC1(C)Cc2c(sc3c2C2=NCCN2C=N3)CS1 | 17.0%[38.3 µM] | -0.1%[46.1 µM] | -2.9% | -5.0% | -1.9% | -2.2% | 5.3%
O=C(CN1CCC(NC(=O)Cc2ccccc2)CC1)Nc1cccc2ccccc12 | -1.0%[38.3 µM] | -15.5%[46.1 µM] | 0.0% | -1.5% | 9.5% | -0.8% | -13.2%
O=C(NNC(=S)Nc1ccc(F)c(Cl)c1)c1ccccc1Br | 4.7% | 2.2% | 2.2% | 1.7% | ? | -5.4% | 6.5%
Cc1occc1C(=O)NCCCCc1ccccc1 | 46.5%[38.3 µM] | -19.1%[46.1 µM] | -1.5% | 8.3% | 11.0% | 2.1% | -3.3%
FC(F)(F)c1nc(Oc2ccccc2)c2ccccc2n1 | 39.1%[activator][38.3 µM] | -9.3%[46.1 µM] | 5.5% | 0.6% | 2.2% | 16.1% | 4.9%
CCO[C@H]1OC(C(=O)N2CCCCCCC2)=C[C@@H](C2CCCCC2)[C@@H]1CCCO | -2.5% | ? | -6.0% | . | . | 23.7% | 8.7%
CCc1ccc(/C(C)=N\Nc2ccc([N+](=O)[O-])cc2)cc1 | 3.4%[38.3 µM] | -17.1%[46.1 µM] | -0.9% | -1.0% | 9.3%[0.0737 µM] | 11.2% | 10.1%
Cc1ccc(-c2ccc(=O)n(CC(=O)NCCN(C)C)n2)cc1 | 1.6%[38.3 µM] | -5.8%[46.1 µM] | 0.9% | -1.4% | 13.6% | -1.5% | 1.4%
C[C@H](O)[C@@H]1C(=O)N2C(C(=O)O)=C(SCCN=CN)C[C@@H]12 | 2.8% | . | 1.1%[16.9 µM] | -6.3%[17.1 µM] | ? | 22.7%[21.7 µM] | 8.5%[29.1 µM]
CS(=O)(=O)N(CC(O)Cn1c2ccccc2c2ccccc21)c1cccc2ccccc12 (configuration not stated) | 38.2%[activator][38.3 µM] | ? | 0.3% | -4.1% | ? | -4.0% | -7.7%
CNC(=O)c1c(I)c(C(=O)NCC(=O)Nc2c(I)c(C(=O)O)c(I)c(C(=O)NCCO)c2I)c(I)c(N(C)C(C)=O)c1I | -7.3% | . | 1.1%[16.9 µM] | 2.5%[17.1 µM] | -11.6% | 14.9%[21.7 µM] | -10.0%[29.1 µM]
O=C(O)[C@H]1CN(C/C=C/P(=O)(O)O)CCN1 | -11.2% | . | -0.5% | 1.8% | . | 14.9% | -1.1%
COC(=O)c1cccc(NC(=S)N2CCOCC2)c1 | 6.2% | 10.9% | 1.1% | -3.9% | ? | 1.8% | 1.8%
CC12CN(C(=O)c3ccc(Cl)cc3)C3(C#N)CC1CCC23C (configuration not stated) | 30.8%[activator][38.3 µM] | -13.5%[46.1 µM] | -2.7% | -2.9% | 12.9% | -2.8% | -0.2%
CCN(c1ccccc1)S(=O)(=O)c1ccc(C(=O)Oc2ccc(C(C)=O)cc2)cc1 | 10.8% | -13.4% | -2.0% | -1.8% | -6.5% | -0.7% | -17.5%
Cc1cc2ncn(/N=C/c3cc(Br)ccc3O)c2cc1C | -8.3%[38.3 µM] | -12.2%[46.1 µM] | 4.1% | -3.8% | 0.4% | 3.0% | 0.4%
COCCNC(=O)c1onc(CSc2cc(C)cc(C)c2)c1C(=O)NCCOC | . | 2.9% | 5.1% | . | . | -5.8% | -3.0%
COc1ccc(CN2C=C3C(=O)C(C)(OC(=O)CCc4ccccc4)C(=O)C=C3C=C2c2ccc(C#N)cc2)cc1 (configuration not stated) | 10.9% | -29.7% | -1.9% | -10.4%[7.66 µM] | 15.5%[9.22 µM] | ? | -1.7%[17.5 µM]
O=C(C[n+]1ccccc1)Nc1cc(C(F)(F)F)ccc1Cl | 9.2% | 11.5% | 1.0% | -1.7% | -8.1% | 9.1% | 3.1%
CCOC(=O)c1cnn(-c2nc(C)nc3sc4c(c23)CCC4)c1N | -0.1%[38.3 µM] | -4.5%[7.67 µM] | 0.4% | 11.3% | -4.7% | 8.7% | -4.4%
Cc1c(C(=O)Nc2ccc(Cc3ccncc3)cc2)cccc1[N+](=O)[O-] | 1.6% | -11.4% | -2.0% | -0.5% | ? | -4.1% | 4.5%
O=C(NNC(=O)c1sccc1-n1cccc1)Nc1ccccc1 | 3.4% | 1.6% | -1.5% | 0.3% | . | -14.5% | 1.0%
COc1ccc(CCNC(=O)COC(=O)Cc2cccc3ccccc23)cc1 | 16.6% | 5.3% | -1.8% | -5.1% | 14.8% | -1.1% | -5.6%

Further results follow.
SMILES | IMPase Li inh | NPSR antag | Epigenetic reg | Luc counter | LMNA splice mod | CBFb RUNX1 block | GLA spleen mod
N/C(=N\OC(=O)c1cccc2ccccc12)c1cccc([N+](=O)[O-])c1 | 11.0%[38.3 µM] | -7.3%[46.1 µM] | -0.9% | 0.0% | 11.7%[0.0737 µM] | -1.6% | 6.3%
CCOC(=O)NC1(C(F)(F)F)NC(=O)N(C2CCCCC2)C1=O (configuration not stated) | 7.2%[38.3 µM] | -13.9%[46.1 µM] | 0.7% | -4.5% | 6.5% | -2.4% | 12.3%
Cc1ccc(/C=N/c2sc(Cc3ccccc3)c(C)c2C(N)=O)o1 | 0.5% | -4.5% | 8.7% | -2.8% | 0.5% | -3.6% | 4.5%
Cc1ccc(C)c(N2CCN(C(=O)c3cc4ccccc4oc3=O)CC2)c1 | -1.7%[38.3 µM] | -12.0%[46.1 µM] | 1.7% | -4.7% | -4.0% | -3.1% | -13.4%
CC(=O)Nc1cccc(/C(C)=N/NC(=S)NC(C)C)c1 | 7.4% | 8.3% | -0.5% | 0.0% | . | 5.0% | -7.2%
Cc1nnc(-n2ncc(C#N)c2N)c2nn(-c3cccc(Cl)c3)c(C)c12 | 8.3% | -1.7%[46.1 µM] | 4.9% | -0.5% | -13.6% | 13.7% | 6.2%
CC1CN=C(N(C(=O)Nc2ccccc2)c2ccc(S(=O)(=O)N3CCOCC3)cc2)S1 (configuration not stated) | 34.5%[activator][38.3 µM] | -9.3%[46.1 µM] | 0.9% | -1.2% | ? | 3.6% | 5.1%
O=C1c2oc3ccc(F)cc3c(=O)c2C(c2cccc(O)c2)N1CCCN1CCOCC1 (configuration not stated) | -5.3% | -0.2% | 1.3% | 0.1% | -3.6% | 1.5%[2.36 µM] | 2.6%
c1ccc(CN2CCOCC2)cc1 | 17.3%[38.3 µM] | -11.0%[46.1 µM] | -2.9% | -2.9% | -6.2% | 3.4% | -8.1%
COc1ccc(Nc2nc3ccccc3nc2NS(=O)(=O)c2cccs2)cc1 | -19.8%[38.3 µM] | -0.5%[46.1 µM] | -0.9% | 1.2% | 8.8%[0.0737 µM] | 4.4% | 6.0%
COc1ccc(Cc2n[nH]c(=S)n2-c2ccc3c(c2)OCCO3)cc1 | -0.4% | 29.1% | 0.4% | -1.8% | 8.9%[46 µM] | 2.7% | 4.9%
O=C(NCC1CCCO1)C1CC(=O)N(C2CCCCCC2)C1 (configuration not stated) | -7.7%[38.3 µM] | 4.3%[46.1 µM] | -1.9% | -6.2% | -2.8% | -0.9% | -1.2%
CCc1nnc(NC(=O)CSc2nnc(-c3ccccc3O)n2CC)s1 | -24.9%[38.3 µM] | -1.7%[46.1 µM] | 0.0% | -1.6% | 5.5% | 3.2% | 7.5%
COC(CN1C(=O)C(O)=C(C(C)=O)C1c1ccccn1)OC (configuration not stated) | 6.9%[38.3 µM] | -8.3%[46.1 µM] | -0.1% | -1.8% | ? | 6.2% | 0.3%
CCOC(=O)CNC(=O)CSc1ccc2nnc(-c3cccnc3)n2n1 | -1.2% | 4.9% | -0.1% | 9.8% | . | 4.7% | -14.2%
CCSc1nnc(-c2ccc(S(=O)(=O)NCc3cccs3)cc2)o1 | 9.2%[38.3 µM] | -17.7%[46.1 µM] | -0.7% | -1.0% | ? | 6.1% | -6.5%
COc1ccc(C(=O)/C(C#N)=N/Nc2ccc([N+](=O)[O-])cc2)cc1 | 15.5% | -13.2% | -2.1% | -4.4% | ? | -13.2% | 8.0%
Cc1ccccc1-c1ccc(=O)n(CC(=O)Nc2ccc(N3CCOCC3)cc2)n1 | 8.4%[38.3 µM] | ? | 0.8% | -4.2% | 1.9% | -6.8% | 13.8%
COC(=O)N/N=C/c1ccc(OCCSc2ccc(Cl)cc2)c(OC)c1 | -8.4% | -16.8% | -0.8% | 1.5% | ? | 2.1% | 1.6%
O=C(O)CC(SCC(=O)Nc1ccc(Br)cc1)C(=O)O (configuration not stated) | -6.0% | 13.5% | -3.3% | 2.7% | . | 10.3% | -0.6%
O=C(c1cccc(Cl)c1)N1CCC(=O)N(C(COCc2cccc(Cl)c2)Cc2ccccc2)CC1 (configuration not stated) | 12.1% | -40.5% | -0.4% | 0.6% | ? | -4.3%[2.36 µM] | -3.3%
CCC(=O)NCCC1CCc2ccc3c(c21)CCO3 (configuration not stated) | 15.2% | . | -1.3% | -4.6% | ? | 6.6% | -18.1%
CC(=O)Nc1ccc(C2=NN(Cc3nnc(-c4ccccc4)o3)C(=O)SC2)cc1 | 7.5% | -16.4% | 1.0% | -2.2% | ? | -19.0% | -2.0%
COc1cc(C(=O)Oc2ccccc2/C=N/NC(=O)c2ccc(C)cc2)cc(OC)c1OC | 3.4%[38.3 µM] | -5.7%[46.1 µM] | 0.9% | 0.3% | ? | -10.6% | 7.2%
CCOCCCNC(=O)c1ccccc1SCC | -6.2% | 7.8%[46.1 µM] | 0.0% | -0.2% | -9.6% | -6.6% | 10.5%

Profiles as entered above.
Shown for O=C(O)CC(SCC(=O)Nc1ccc(Br)cc1)C(=O)O (configuration not stated) : IMPase Li inh: -6.0%; NPSR antag: 13.5%; Epigenetic reg: -3.3%; Luc counter: 2.7%; LMNA splice mod: .; CBFb RUNX1 block: 10.3%; GLA spleen mod: -0.6%
Shown for Cc1ccc(/C=N/c2sc(Cc3ccccc3)c(C)c2C(N)=O)o1 : IMPase Li inh: 0.5%; NPSR antag: -4.5%; Epigenetic reg: 8.7%; Luc counter: -2.8%; LMNA splice mod: 0.5%; CBFb RUNX1 block: -3.6%; GLA spleen mod: 4.5%
